PAFAH1B3 FP inh: PAFAH1B3 enzyme inhibitors, primary screen, biochemical, fluorescence polarization, human. recombinant PAFAH1B3, FP-rhodamine probe. inhibition, % at 3.39 µM. 340,000 compounds, 0.28% hits. AID 492972, 2010;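 active = inhibition above the screen-wide average of all tested compounds plus 3 SD, cut at about 25% in these data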;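 note: 0% = enzyme with DMSO only and 100% = wells lacking PAFAH1B3 protein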
PAD4 inh: human PAD4 inhibitors, primary screen, biochemical, fluorescence polarization, 1536-well format. Protein-arginine deiminase type-4 (Homo sapiens), Q9UM07. recombinant PAD4, RCA probe fluorescence polarization. inhibition, % at 6.36 µM. 330,000 compounds, 0.41% hits;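 active = percent inhibition above a cutoff equal to the mean of all tested compounds plus 3 SD, cut at about 15% in these data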;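 note: 0% = PAD4 with RCA probe and DMSO and 100% = probe without PAD4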
PREPL inh: PREPL enzyme inhibitors, primary screen, biochemical, fluorescence polarization; recombinant PREPL, fluorescence polarization activity-based probe; inhibition, % at 5.96 µM; 320,000 compounds, 0.68% hits; AID 2751, 2010; in the data active = inhibition above about 43%;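 note: 0% = enzyme with DMSO and 100% = wells lacking enzyme; many of its hits are not listed in these tables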
GSTO1 counter: inhibitors of recombinant GSTO1, primary screen, counter-screen for RBBP9 inhibitor project, biochemical, fluorescence polarization | Glutathione S-transferase omega-1 (Homo sapiens), P78417 | activity-based probe fluorescence polarization | inhibition, % at 5.96 µM | 300,000 compounds, 1.1% hits | AID 1974, 2009;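 active = inhibition above the campaign mean inhibition plus 3 SD, cut at about 35% in these data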;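 note: 0% = GSTO1-1 with DMSO and 100% = wells lacking GSTO1-1 enzyme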
LYPLA2 counter: LYPLA2 inhibitors, primary screen, counter-screen for PME1 inhibitor project, biochemical, fluorescence polarization, FP-Rh probe ABPP; Acyl-protein thioesterase 2 (Homo sapiens), O95372; recombinant LYPLA2; inhibition, % at 5.9 µM; 320,000 compounds, 0.38% hits;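 active = inhibition above the screen-wide mean plus 3 SD, limit set per campaign, cut at about 26% in these data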;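 note: 0% = LYPLA2 with DMSO and 100% = wells lacking LYPLA2 enzyme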
LYPLA1 inh: LYPLA1 inhibitors, primary screen, counter-screen for PME1 inhibitor project, biochemical, fluorescence polarization, FP-Rh probe ABPP | Acyl-protein thioesterase 1 (Homo sapiens), O75608 | 320,000 compounds, 0.16% hits | inhibition, % at 5.9 µM | recombinant LYPLA1 | AID 2174, 2009;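 active = inhibition above the mean of all tested compounds plus 3 SD, set per campaign, cut at about 14% in these data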;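 note: inhibitors block serine hydrolase probe labeling of LYPLA1 so polarization falls; 0% = enzyme with DMSO and 100% = wells lacking LYPLA1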
Target sequence (O75608 whole entry, looked up): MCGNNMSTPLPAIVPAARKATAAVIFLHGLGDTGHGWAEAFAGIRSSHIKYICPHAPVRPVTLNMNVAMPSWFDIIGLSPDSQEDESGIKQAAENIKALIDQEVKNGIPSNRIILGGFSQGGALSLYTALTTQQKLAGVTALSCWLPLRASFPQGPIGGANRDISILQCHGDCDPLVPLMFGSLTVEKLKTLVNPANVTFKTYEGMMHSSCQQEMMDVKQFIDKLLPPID
PAFAH2 inh: PAFAH2 enzyme inhibitors, primary screen, biochemical, fluorescence polarization, human. Platelet-activating factor acetylhydrolase 2, cytoplasmic (Homo sapiens), Q99487. recombinant PAFAH2, FP-rhodamine activity probe. inhibition, % at 3.39 µM. 340,000 compounds, 0.99% hits;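 active = inhibition above the mean over all tested compounds plus 3 SD, cut at about 30% in these data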;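 note: inhibitors block probe labeling of enzyme so polarization drops; 0% = enzyme with DMSO and 100% = wells lacking PAFAH2 protein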
pPAFAH FP inh: pPAFAH enzyme inhibitors, primary screen, biochemical, fluorescence polarization, human. Platelet-activating factor acetylhydrolase (Homo sapiens), Q13093. recombinant pPAFAH, FP-rhodamine probe fluorescence polarization. inhibition, % at 3.39 µM. 330,000 compounds, 1.5% hits;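 active = inhibition above the mean inhibition across the screen plus 3 SD, cut at about 25% in these data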;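 note: inhibitors block binding of the rhodamine activity-based probe so polarization drops; 0% = enzyme with DMSO and 100% = wells lacking pPAFAH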
Target sequence (Q13093 whole entry, looked up): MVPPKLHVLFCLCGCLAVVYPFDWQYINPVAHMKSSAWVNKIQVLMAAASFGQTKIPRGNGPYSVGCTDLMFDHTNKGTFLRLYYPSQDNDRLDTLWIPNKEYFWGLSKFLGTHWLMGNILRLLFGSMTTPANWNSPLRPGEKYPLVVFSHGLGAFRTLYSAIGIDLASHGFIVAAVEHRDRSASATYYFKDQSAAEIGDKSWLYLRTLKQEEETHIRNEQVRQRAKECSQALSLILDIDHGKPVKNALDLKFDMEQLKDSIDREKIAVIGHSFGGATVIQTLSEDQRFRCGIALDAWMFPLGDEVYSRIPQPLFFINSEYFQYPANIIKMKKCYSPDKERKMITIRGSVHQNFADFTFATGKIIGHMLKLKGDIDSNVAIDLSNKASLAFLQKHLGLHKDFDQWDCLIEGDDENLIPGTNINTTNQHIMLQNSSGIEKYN
PAFAH1B2 FP inh: PAFAH1B2 enzyme inhibitors, primary screen, biochemical, fluorescence polarization, human; Platelet-activating factor acetylhydrolase IB subunit alpha2 (Homo sapiens), P68402; recombinant PAFAH1B2, FP-rhodamine activity probe; inhibition, % at 3.39 µM; 340,000 compounds, 1.2% hits; AID 492953, 2010;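 active = inhibition above the mean of all tested compounds plus 3 SD, cut at about 24% in these data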;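 note: 0% = enzyme with DMSO and 100% = wells lacking PAFAH1B2; many of its hits are not listed in these tables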
Target sequence (P68402 whole entry, looked up): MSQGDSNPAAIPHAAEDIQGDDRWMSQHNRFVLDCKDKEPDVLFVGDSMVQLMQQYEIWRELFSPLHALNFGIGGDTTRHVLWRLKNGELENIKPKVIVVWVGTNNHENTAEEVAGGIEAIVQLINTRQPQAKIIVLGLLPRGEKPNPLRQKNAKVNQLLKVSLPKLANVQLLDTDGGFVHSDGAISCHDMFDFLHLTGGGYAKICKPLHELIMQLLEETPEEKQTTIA
Numbers without * were called inactive; . = not tested or not shown. Not all compounds are listed; count on the stated rates, not on these rows.

Order of results: PAFAH1B3 FP inh | PAD4 inh | PREPL inh | GSTO1 counter | LYPLA2 counter | LYPLA1 inh | PAFAH2 inh | pPAFAH FP inh | PAFAH1B2 FP inh
- COc1cccc(N2C(=O)C(O)=C(C(C)=O)C2c2ccc(OC)c(OC)c2)c1 (stereo unspecified)
→ 6 | -2 | 5 | -1 | 6 | 2 | -4 | 5 | 4
- Cc1ccc(C)c(S(=O)(=O)N2CCN(C(=O)Cc3c(F)cccc3Cl)CC2)c1
→ 3 | -4 | 3 | 0 | -2 | 0 | 0 | -2 | 1
- CCSC1=C(C#N)C(c2ccc(C)o2)CC(=O)N1 (stereo unspecified)
→ 7 | 1 | 8 | -41 | 9 | 3 | 8 | 2 | 6
- Cc1ccccc1OCC(=O)Nc1cnn(CCCC(=O)O)c1
→ 10 | -2 | -4 | -5 | -5 | 3 | -3 | 0 | 6
- C=C1SC(=Nc2c(C)cccc2Cl)N(C(=O)c2sc3ccccc3c2Cl)C12CCCCC2
→ -1 | -5 | 4 | 5 | -9 | -5 | 3 | -5 | 6
- CC(=O)c1ccccc1NC(=O)CN1C(=O)CS/C1=C\c1nc(-c2ccc(C)cc2)cs1
→ 6 | -4 | 8 | 4 | -3 | -6 | 4 | 4 | 6
- C/C(=N\NC(=O)c1ccccc1C)c1ccc(N2CCOCC2)cc1
→ 5 | 1 | -4 | 10 | 3 | -4 | 4 | 5 | 6
- O=C(O)/C=C\c1cc2c(cc1[N+](=O)[O-])OCO2
→ 3 | -2 | 6 | 18 | 3 | -1 | 1 | 1 | -1
- Cc1ccccc1-c1nnc(Cc2ccccc2)o1
→ -3 | 4 | 9 | 6 | 3 | -3 | -14 | 8 | 4
- OCC(O)/C=N/Nc1nc(Nc2ccccc2)nc(Nc2ccccc2)n1 (stereo unspecified)
→ 0 | 1 | 18 | -8 | -7 | -7 | 1 | 39* | -4

Individual results from the list.
Cc1ccccc1-c1nnc(Cc2ccccc2)o1 – PAFAH2 inh: -14
Cc1ccccc1OCC(=O)Nc1cnn(CCCC(=O)O)c1 – LYPLA2 counter: -5

(list continues)
Order of results: PAFAH1B3 FP inh | PAD4 inh | PREPL inh | GSTO1 counter | LYPLA2 counter | LYPLA1 inh | PAFAH2 inh | pPAFAH FP inh | PAFAH1B2 FP inh
- CCC(=O)Nc1ccc(NC(=O)CSc2nnnn2-c2ccc(OC)cc2)cc1
→ 12 | -1 | -22 | -5 | 0 | 1 | 2 | -7 | 4
- Cc1cnc(=O)[nH]c1SCC(=O)Nc1nccs1
→ 3 | 5 | -1 | 13 | 0 | 3 | 1 | 2 | 0
- CC/C(O)=C1\C(=O)CC(c2ccccc2)CC1=NCCC(=O)O (stereo unspecified)
→ 14 | -4 | -3 | 3 | -6 | 0 | 5 | 0 | 2
- O=[N+]([O-])c1nn(-c2ccc3c(c2)OCCO3)n(O)c1=NC1CCCCCC1
→ -2 | -3 | 3 | -8 | -2 | -2 | 1 | 4 | 4
- Cc1cc(C)n(C2CCCCC2OC(=O)c2ccccc2F)n1 (stereo unspecified)
→ 6 | 0 | -8 | 3 | -4 | 3 | -3 | -5 | 6
- O=C(CSc1nc2c(oc3ccccc32)c(=O)n1CC1CCCO1)NCc1ccccc1 (stereo unspecified)
→ 0 | -1 | 1 | 3 | 6 | 2 | 4 | 0 | 4
- Cc1csc(NC(=O)c2ccc(=O)[nH]c2)n1
→ 3 | 2 | 7 | 1 | 4 | 0 | -1 | 3 | 0
- COc1ccc2c(c1)OC[C@H]1[C@H]2N2C(=O)CN(CC3CCCO3)C(=O)[C@@]2(C)[C@H]1c1ccccc1 (stereo partly specified)
→ 5 | 1 | 13 | . | -1 | 5 | -2 | 2 | 4
- Cc1c(N/C=C/C(=O)C(F)(F)F)c(=O)n(-c2ccccc2)n1C
→ 4 | -6 | 0 | 9 | -4 | -1 | 3 | 2 | 6
- CCOc1ccc2oc(C(=O)OCC(=O)N3CC(C)OC(C)C3)c(C)c2c1 (stereo unspecified)
→ -2 | 2 | 2 | . | -3 | -3 | -3 | -1 | -2

Four consecutive compounds from above:
Order of results: PAFAH1B3 FP inh | PAD4 inh | PREPL inh | GSTO1 counter | LYPLA2 counter | LYPLA1 inh | PAFAH2 inh | pPAFAH FP inh | PAFAH1B2 FP inh
- O=[N+]([O-])c1nn(-c2ccc3c(c2)OCCO3)n(O)c1=NC1CCCCCC1
→ -2 | -3 | 3 | -8 | -2 | -2 | 1 | 4 | 4
- Cc1cc(C)n(C2CCCCC2OC(=O)c2ccccc2F)n1 (stereo unspecified)
→ 6 | 0 | -8 | 3 | -4 | 3 | -3 | -5 | 6
- O=C(CSc1nc2c(oc3ccccc32)c(=O)n1CC1CCCO1)NCc1ccccc1 (stereo unspecified)
→ 0 | -1 | 1 | 3 | 6 | 2 | 4 | 0 | 4
- Cc1csc(NC(=O)c2ccc(=O)[nH]c2)n1
→ 3 | 2 | 7 | 1 | 4 | 0 | -1 | 3 | 0

More records:
Order of results: PAFAH1B3 FP inh | PAD4 inh | PREPL inh | GSTO1 counter | LYPLA2 counter | LYPLA1 inh | PAFAH2 inh | pPAFAH FP inh | PAFAH1B2 FP inh
- COCCN(CC(=O)NCc1ccc(F)cc1)C(=O)CCC(=O)Nc1nccs1
→ -2 | 0 | 0 | 0 | 1 | 0 | -1 | 4 | -1
- CCOc1ccc(/C=N/NC(=O)c2cc3c(OC)cc(OC)cc3[nH]2)cc1OC
→ 22 | 4 | 36 | -18 | -10 | -4 | 1 | 12 | 13
- CCOC(=O)C(=Cc1ccc(-c2ccsc2C(=O)OC)o1)C(=O)OCC
→ -2 | 2 | -10 | 2 | -6 | -2 | -5 | 1 | 3
- COC(=O)c1c(NC(=O)CSc2nnnn2-c2ccccc2)sc2c1CCC(C)C2 (stereo unspecified)
→ 4 | 0 | 2 | 0 | -10 | -4 | -1 | -4 | -5
- CCn1nc(NC(=O)c2cccnc2)c2cc3cccc(C)c3nc21
→ 10 | -3 | 10 | 10 | 2 | -4 | -11 | 7 | 0
- CCCNC(=O)NC(=O)CSc1nnc(-c2c[nH]c3ccccc23)o1
→ 7 | -6 | -3 | 1 | -9 | -7 | 11 | 3 | -3
- NC(=S)N/N=C/C=C/c1ccccc1
→ -1 | 2 | -2 | -6 | 2 | 3 | 3 | 11 | 2
- O=C(Nc1ccccc1C(=O)N1CCCC1)c1ccccc1
→ 3 | 2 | -4 | -5 | 0 | -2 | -5 | -6 | -3
- COc1ccc(OC)c2[nH]c(=O)c(CCNC(=O)COc3ccccc3)cc12
→ 1 | 2 | -3 | 4 | -3 | 4 | 0 | 4 | 3
- CCCOc1ccc(-c2cn3ccccc3n2)cc1[N+](=O)[O-]
→ -2 | -4 | 4 | -5 | -2 | -3 | -1 | 5 | -1

Continued.
smiles	PAFAH1B3 FP inh	PAD4 inh	PREPL inh	GSTO1 counter	LYPLA2 counter	LYPLA1 inh	PAFAH2 inh	pPAFAH FP inh	PAFAH1B2 FP inh
CCCSc1nc2c(cnn2-c2ccc(C)c(C)c2)c(=O)[nH]1	4	-2	-2	1	3	-2	-3	-3	-5
O=c1c2c3c(sc2ncn1/N=C/c1ccco1)CCCC3	-1	-4	-6	-4	1	-3	8	0	-2
COC(=O)c1cc(OC)c(OC)cc1NC(=O)C1CCCO1 (stereo unspecified)	5	-1	14	-5	-1	-1	-2	-3	3
COc1ccc(OC)c(/C=C/C(=O)c2ccc(Cl)cc2)c1	5	2	9	-1	-2	-1	-2	6	1
Cc1cccc(C)c1NC(=O)CN(C)C(=O)c1cccc(NS(=O)(=O)c2ccccc2)c1	-1	-3	-1	-9	0	2	6	30*	2
O=C(NC1CCCC1)C(c1ccc(F)cc1)N(Cc1ccccc1)C(=O)c1csnn1 (stereo unspecified)	8	-4	-2	2	2	-4	1	5	3
COc1cccc(Nc2nc(N)nc(-c3oc4ccccc4c3C)n2)c1	-15	6	13	-24	-54	-22	-26	-19	-4
CCOc1ccc(CCNC(=O)COC(=O)c2ccc[nH]c2=O)cc1OCC	2	-1	8	.	.	.	9	2	6

Next section
smiles	PAFAH1B3 FP inh	PAD4 inh	PREPL inh	GSTO1 counter	LYPLA2 counter	LYPLA1 inh	PAFAH2 inh	pPAFAH FP inh	PAFAH1B2 FP inh
CN(C)c1cc[n+](CC(=O)Nc2ccccc2C(F)(F)F)cc1	1	1	-4	4	6	2	0	1	1
COc1ccc(S(=O)(=O)N2CC=C(C(=O)NC3CCCC3)CC2)cc1	8	-10	-1	4	4	4	-3	5	6
CCc1ccc(OCC(=O)NNC(=O)Cc2c(F)cccc2Cl)cc1	2	-1	2	-4	0	0	10	2	4
Cc1ccc(F)c([C@H]2[C@H]3C=CC[C@@H](C)[C@@H]3C(=O)N2Cc2ccccc2)c1	5	-3	9	4	-1	1	5	2	5
Nc1ncnc2c1ncn2[C@@H]1O[C@H](CNCc2cccc(C#Cc3ccccc3)c2)[C@@H](O)[C@H]1O	7	-4	.	.	.	.	-3	4	-1
COc1cc(OC)c2c(-c3cccc(-c4cccc(C)c4)c3)cc(=O)oc2c1	-10	5	.	.	.	.	-1	7	-3
COc1ccc(NC(=O)Nc2ccc(Cc3ccncc3)cc2)c(OC)c1	-3	-9	7	-1	11	2	6	6	5
CCN(CC(=O)Nc1ccccc1C(F)(F)F)C(=O)c1ccccc1Sc1ccccc1C#N	4	3	-4	.	2	2	5	3	3

The list goes on:
smiles	PAFAH1B3 FP inh	PAD4 inh	PREPL inh	GSTO1 counter	LYPLA2 counter	LYPLA1 inh	PAFAH2 inh	pPAFAH FP inh	PAFAH1B2 FP inh
O=C(NCc1cccs1)c1cc(C2CC2)on1	2	0	3	1	-4	-6	-6	6	2
Cc1cccc(COC(=O)Nc2ccc(NC(=O)c3ccccc3Cl)cc2)c1	4	4	-7	-5	3	-2	0	0	5
COc1ccc2[nH]c(=O)c(CN(CCc3cccc(C)c3)C(C)=O)cc2c1	2	0	3	7	-2	0	0	2	11
Nc1nnc(CC(=O)N/N=C/c2ccc(-c3cccc(C(=O)O)c3)o2)s1	3	3	3	-13	1	2	24	12	-2
CCOC(=O)[C@H]1[C@H]2COc3ccc(OC)cc3[C@@H]2N2C(=O)CN(Cc3ccccc3)C(=O)[C@@]12C	-3	-6	7	.	-2	-4	-6	-6	-4
Nc1c(C(=O)Nc2ccccc2)sc2nc(-c3ccco3)ccc12	9	-4	17	8	2	-11	8	17	7
Cc1cc2[nH]c(=O)cc(-c3ccccc3)n2n1	6	1	17	-6	3	2	1	8	3
COc1ccc(-c2noc(N3CCC(C(=O)NCCCN4CCCCC4)CC3)n2)cc1	-11	-1	-10	3	-5	-3	5	5	0
COc1ccc(OCCC(=O)OCC(=O)NC(=O)NC(C)(C)C)cc1	6	4	9	10	2	-2	0	12	4
CC(C)CC(NC(N)=O)C(=O)OCC(=O)Nc1ccc(SC(F)F)cc1 (stereo unspecified)	3	5	-10	11	0	-3	0	2	-1
O=C1c2ccccc2C(Nc2ccc(S(=O)(=O)N3CCOCC3)cc2)N1c1cccnc1 (stereo unspecified)	-1	-2	-5	3	-1	2	4	9	-1
